Bioassay records as filed in PubChem BioAssay.
STEP inh: STEP phosphatase inhibitors, primary screen, biochemical, fluorescence intensity, uHTS | Tyrosine-protein phosphatase non-receptor type 5 (Homo sapiens), P54829 | recombinant STEP, OMFP fluorogenic substrate | inhibition, % at 20 µM | hit rate 0.25% among 360,000 | AID 588621, 2011;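 active = inhibition at 20 µM, scaled per plate between control wells, above about 37%, limit read from the data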;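 also: 0% = DMSO with enzyme and substrate and 100% = substrate only without enzyme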
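Assay system: isolated STEP enzyme. Buffer or medium: pH 6.0 Bis-Tris with DTT and Tween 20. Also added: fluorogenic phosphatase substrate OMFP at 25 µM final. Dosing: 20 µM, 1% DMSO. Timing: 20 min reaction, room temperature, in the dark. Measured by: fluorescence intensity, excitation 480 nm, emission 540 nm. Evaluation: normalized % inhibition.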
LMPTP inh: LMPTP phosphatase inhibitors, primary screen, biochemical, fluorescence intensity, uHTS. Low molecular weight phosphotyrosine protein phosphatase (Homo sapiens), P24666. recombinant LMPTP-A, OMFP fluorogenic substrate. inhibition, % at 20 µM. hit rate 0.22% among 360,000. AID 651560, 2012;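 active = compounds that cut the enzyme signal by at least half of the control window in the single-dose screen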;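 also: plate controls were DMSO wells with enzyme plus substrate for no effect and substrate without enzyme for full effect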
Target sequence (P24666 whole entry, looked up): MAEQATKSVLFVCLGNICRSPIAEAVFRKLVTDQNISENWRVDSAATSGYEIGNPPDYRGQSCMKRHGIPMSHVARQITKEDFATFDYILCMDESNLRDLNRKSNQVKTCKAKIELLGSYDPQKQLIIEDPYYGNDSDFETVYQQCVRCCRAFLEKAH
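Test system – LMPTP-A enzyme · Amount – LMPTP-A at 0.625 nM final in the reaction · Buffer or medium – Bis-Tris pH 6.0, DTT, detergent · Reagent – OMFP 400 µM · Doses – single 20 µM dose · Schedule – reaction 50 min, room temperature, dark · Detection – fluorescence intensity of OMFP turnover product · Evaluation – percent inhibition versus substrate-only and uninhibited controls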
Tb MetRS inh: T. brucei MetRS inhibitors, primary screen, biochemical, luminescence | purified T. brucei MetRS, ATP depletion, Kinase-Glo luminescence | methionyl-tRNA synthetase (Trypanosoma brucei brucei) | hit rate 0.4% among 360,000 | inhibition, % at 11.9 µM;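 active = inhibition above a per-plate cutoff of the control wells' mean inhibition plus 3 SD, cut at about 5.5% in these data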;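 also: 0% = DMSO wells median and 100% = median of wells with control inhibitor compound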
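assay system = parasite MetRS enzyme | timing = 15 min preincubation, 2 h reaction, all 25 °C | evaluation = percent inhibition relative to median high and low control wells | medium = HEPES buffer containing pyrophosphatase, BSA, spermine, DTT | compound = single dose, 11.9 µM final nominal, 0.9% final DMSO | detection = Kinase-Glo luminescence, ATP depletion format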
DNMT1 inh: human DNMT1 methyltransferase inhibitors, primary screen, biochemical, molecular beacon, fluorescence, HinP1I cleavage, uHTS; AID 588458, 2011; inhibition (reported as % activation of signal), % at 10 µM; hit rate 0.83% among 360,000; DNA (cytosine-5)-methyltransferase 1 (Homo sapiens), P26358; in the data active = inhibition above about 50%
Neddyl block: inhibitors of cullin neddylation, primary screen, biochemical, TR-FRET, uHTS, NAE and Ubc12; NEDD8-conjugating enzyme Ubc12 (Homo sapiens) + NEDD8-activating enzyme E1 regulatory …; calls only at 25 µM; hit rate 0.58% among 360,000; AID 651699, 2012; in the data active = inhibition above about 36%
Target sequence (P61081 whole entry, looked up): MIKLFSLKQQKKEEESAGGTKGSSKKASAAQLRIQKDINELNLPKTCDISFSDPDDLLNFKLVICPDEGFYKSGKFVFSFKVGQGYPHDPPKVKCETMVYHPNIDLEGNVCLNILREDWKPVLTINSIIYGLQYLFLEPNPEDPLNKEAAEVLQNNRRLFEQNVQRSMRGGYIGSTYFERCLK
Target sequence (Q13564 whole entry, looked up): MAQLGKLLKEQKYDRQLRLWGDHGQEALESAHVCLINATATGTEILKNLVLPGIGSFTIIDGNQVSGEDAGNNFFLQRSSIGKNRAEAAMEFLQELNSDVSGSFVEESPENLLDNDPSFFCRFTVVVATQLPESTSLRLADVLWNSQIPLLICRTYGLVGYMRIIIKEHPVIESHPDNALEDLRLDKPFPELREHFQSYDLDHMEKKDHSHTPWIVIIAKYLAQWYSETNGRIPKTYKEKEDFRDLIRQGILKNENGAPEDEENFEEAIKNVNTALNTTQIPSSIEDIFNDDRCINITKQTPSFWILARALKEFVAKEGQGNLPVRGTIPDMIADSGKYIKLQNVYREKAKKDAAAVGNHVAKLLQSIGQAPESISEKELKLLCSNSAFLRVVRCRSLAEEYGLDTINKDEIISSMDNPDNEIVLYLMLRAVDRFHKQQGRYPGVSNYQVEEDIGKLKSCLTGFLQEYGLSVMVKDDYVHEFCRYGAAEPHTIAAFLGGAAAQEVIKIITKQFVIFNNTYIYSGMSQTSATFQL
SUMO1-SIM PPI: modulators of SUMO1 protein-protein interactions, primary screen, biochemical, uHTS; AID 602429, 2012; Small ubiquitin-related modifier 1 (Homo sapiens), P63165; SUMO1 binding to a labelled peptide, TR-FRET, 1 h; inhibition, % at 20 µM; hit rate 0.33% among 360,000; in the data active = inhibition above about 37%
Scp-1 inhibitor: Scp-1 phosphatase inhibitors, primary screen, biochemical, colorimetric, uHTS. hit rate 0.88% among 340,000. AID 493091, 2011. inhibition, % at 20 µM. Recombinant Scp1, phosphopeptide, malachite green phosphate absorbance. Carboxy-terminal domain RNA polymerase II polypeptide A small phosphatase 1 (Homo …;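 active = inhibition above about 50% at 20 µM, limit read from the data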;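 also: plate controls were DMSO wells with enzyme for no effect and wells lacking enzyme for full effect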
Target sequence (Q9GZU7 76-261 limits assumed): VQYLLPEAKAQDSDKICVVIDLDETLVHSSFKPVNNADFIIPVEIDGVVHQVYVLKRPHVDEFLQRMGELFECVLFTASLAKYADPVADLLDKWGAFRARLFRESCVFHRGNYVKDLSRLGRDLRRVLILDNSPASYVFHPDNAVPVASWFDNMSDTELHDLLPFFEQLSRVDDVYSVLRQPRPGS
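Test system: SCP-1 catalytic domain; Buffer or medium: Acidic Tris acetate buffer with magnesium and detergent; Also added: Phosphorylated 17-residue peptide substrate; Compound: single 20 µM dose, 1% DMSO; Schedule: enzyme reaction 45 min at room temperature, colour 5 min, stabilisation 30 min; Signal: Phosphate-binding colour reagent, absorbance read at 630 nm.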
NRP1-CendR mod: modulators of CendR peptide binding to NRP-1, primary screen, biochemical, fluorescence polarization, uHTS. FAM-RPARPAR peptide binding to NRP-1. inhibition, % at 25 µM. hit rate 0.85% among 360,000;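 active = inhibition or corrected inhibition above about 18%, plus a signal ratio from 0.5 to 1.5, limit read from the data, passing the limit was not always enough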; also: strong numbers were not always called active
NadD block: inhibitors of S. aureus NadD, primary screen, biochemical, colorimetric, uHTS; purified NadD enzyme, colorimetric absorbance read-out; Nicotinate-nucleotide adenylyltransferase NadD (Staphylococcus aureus N315); hit rate 0.78% among 360,000; inhibition, % at 20 µM; AID 602399, 2012; in the data active = inhibition above about 26%; also: some compounds past the cut are filed as inactive
SKN-1 inh: suppressors of acrylamide-induced Pgst-4::GFP reporter in worms, primary screen, SKN-1 inhibitor project, whole organism, uHTS, GFP/RFP fluorescence ratio, strain VP596; C. elegans VP596 Pgst-4::GFP/RFP ratio, 24 h; inhibition, % at 21.8 µM; hit rate 0.49% among 360,000; AID 624304, 2012;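 active = interference check ratio from 0.5 to 1.5 plus GFP to RFP signal ratio inhibition reaching or exceeding a fixed threshold, cut at about 30% in these data, passing the limit was not always enough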; also: some compounds called inactive have numbers as strong as hits
The depositor's hits bear a star; i = inactive; . = not tested or not shown; + = active, no number. This is a random part of the collection; overall some 4.6% were active at least once.

SMILES	STEP inh	LMPTP inh	Tb MetRS inh	DNMT1 inh	Neddyl block	SUMO1-SIM PPI	Scp-1 inhibitor	NRP1-CendR mod	NadD block	SKN-1 inh
CC(C)CC1C(C#N)=C(N)Oc2n[nH]c(-c3cccs3)c21 (stereo unspecified)	-1	2.3	-0.4	-19	i	2	-6	-8	5	11
COc1cc(NC(=S)Nc2ncccc2C)cc(OC)c1OC	5	0.0	-0.9	-1	i	-2	-2	-1	1	11
CCc1cc(C(=O)NCC2CCCO2)sc1C (stereo unspecified)	0	-0.6	0.3	3	i	-3	-2	9	4	-11
Clc1ccc(CSc2nnc3c(n2)[nH]c2ccccc23)cc1	0	1.0	0.1	5	i	-8	-4	4	19	11
CCCC(c1c(C)n(C)n(-c2ccccc2)c1=O)c1c(C)n(C)n(-c2ccccc2)c1=O	-1	-1.7	-0.8	4	i	2	15	-4	15	-20
COc1ccc(C(=O)N2CCN(C(=O)C3COc4ccccc4O3)CC2)cc1OC (stereo unspecified)	5	-0.2	0.3	-2	i	-4	-1	9	3	2
CN(CC(=O)Nc1ccccc1Cl)C(=O)COC(=O)CN1C(=O)NC2(CCCC2)C1=O	-3	0.7	-0.6	0	i	-9	0	11	-9	-1
Cc1ccc(-c2nnc(-c3cccnc3)o2)cc1	0	0.7	-1.9	1	i	1	-4	2	-1	1
CC(=O)N1CCN(CCN=CC2=C(O)CC(c3cccs3)CC2=O)CC1 (stereo unspecified)	3	-3.8	-1.2	-1	i	0	-3	-3	3	-4
COc1ccc(NC(=O)c2cc3cc(C)ccc3n2C)c(OC)c1	0	0.7	0.1	0	i	-1	-12	-4	-12	21
COc1ccc(N=C(C)C2=C(O)CSC2=O)cc1	-2	-0.8	-1.1	3	i	-1	2	-4	3	-13
OCCN1CCN(CC/C=C2/c3ccccc3CSc3ccccc32)CC1	-2	0.0	-0.5	-1	i	-8	-11	-5	-9	6
Cc1ncc(CN2CCCC(C(=O)Nc3ccc(-c4ccco4)cc3)C2)cn1 (stereo unspecified)	-2	1.6	-0.8	-15	i	29	-11	-29	0	7
O=C(O)COc1ccc(/C=N/NC(=O)COc2nsnc2N2CCOCC2)cc1	0	-0.5	-0.2	1	i	-5	1	-3	0	12
Cc1csc(SCC(=O)Nc2ccc3c(c2)OCCO3)n1	1	0.0	-0.6	1	i	1	-3	1	-1	11
CCOc1nc(NC(=O)NS(=O)(=O)Oc2cccc(Cl)c2)nc(-c2ccccc2)n1	-5	-1.6	-0.7	0	i	-2	-5	6	-1	14
Cn1nc(Oc2nc(N3CCOCC3)nc(N3CCOCC3)n2)ccc1=O	-3	-1.6	-0.5	2	i	-2	-8	5	7	14
Cc1ccc(CNC(=O)C(C)C2Sc3ccccc3NC2=O)cc1 (stereo unspecified)	0	-1.8	-0.6	1	i	5	-4	-10	-5	1
CC1(C)CC(=O)C(N=Nc2cc(Cl)c(Cl)c(Cl)c2)=C(O)C1	2	2.5	0.6	0	i	-17	-9	-30	-8	-2
CS(=O)(=O)N(Cc1ccco1)CC(O)Cn1cc(C=O)c2ccccc21 (stereo unspecified)	0	-0.7	0.1	-2	i	1	2	-5	-3	5
O=C(O)C=C1C2CC3CC(C2)CC1C3	-2	-0.7	-0.6	8	i	7	-1	-1	-1	3
CC1(c2ccccc2)CC(C)(C)N(C(=O)CSc2nnc(N)s2)c2ccccc21 (stereo unspecified)	-1	0.3	0.5	-6	i	3	17	4	1	-13
CCCc1cc(=O)n2[nH]c(C)c(-c3ccccc3)c2n1	2	-0.5	0.1	1	.	-4	0	-5	-3	2
CN1CCC(N2CCCC(C(=O)O)C2)CC1 (stereo unspecified)	1	-5.7	0.2	2	i	-2	-4	-15	5	5
Cc1cc(=O)oc2c3c(cc(OCC(=O)NCC(O)c4ccccc4)c12)OC(C)(C)CC3 (stereo unspecified)	0	0.7	-1.0	-2	.	2	.	9	2	19
O=C(COc1ccc(Cl)cc1)N1CCN(C(=O)c2cccs2)CC1	-2	-2.2	-0.6	6	i	-2	6	3	-4	84
O=C(Nc1cccc(Cl)c1)c1ccc2c(c1)SC1=NS(=O)(=O)CCN12	2	9.7	-0.7	-2	i	6	-1	6	-1	11
COc1ccc(C2CC(c3ccc4ccccc4c3)=NN2C(=O)CNC2CCCCC2)cc1 (stereo unspecified)	5	8.4	-0.5	-3	i	-10	3	8	23	-10
Cn1c(=O)[nH]c(=O)c2c1nc(N1CCC(Cc3ccccc3)CC1)n2Cc1ccccc1	0	2.3	-0.2	2	i	3	-3	-6	10	2
CSCCC(=O)N1C(C)CCCC1C(=O)O (stereo unspecified)	0	-0.3	-0.5	2	i	1	0	-4	-5	5
CCN1CCN(c2ccc(NC(=O)c3cccc(F)c3)cc2Cl)CC1	-1	-1.4	-0.2	0	i	1	-8	-3	-14	2
COc1ccc(OCC(O)CNS(=O)(=O)c2ccc(C)cc2)cc1 (stereo unspecified)	-2	-0.5	-0.8	-2	i	0	-7	2	-6	3
COc1ccc(NC(=O)CN2C(=O)C(c3ccccc3)=NC23CCCCCC3)cc1OC	-3	0.6	-0.2	6	i	-1	-12	5	-1	0
CCC(C(=O)OC)n1cnc2scc(-c3ccc(C)cc3)c2c1=O (stereo unspecified)	-1	0.0	-0.4	-2	i	-1	-4	91*	-6	4
CC(=O)NS(=O)(=O)c1ccc(NC(=O)C2C3C=CC(C3)C2C(=O)O)cc1 (stereo unspecified)	6	-0.1	0.5	14	i	4	16	0	-3	-7
CC(C)c1ccc(NC2CCCN(C(=O)c3cc(C(C)C)nc(N)n3)C2)cc1 (stereo unspecified)	0	-0.1	-0.1	-3	i	5	-4	8	-2	-5

Exported as a markdown table: 2 of the compounds above
| structure | STEP inh | LMPTP inh | Tb MetRS inh | DNMT1 inh | Neddyl block | SUMO1-SIM PPI | Scp-1 inhibitor | NRP1-CendR mod | NadD block | SKN-1 inh |
| --- | --- | --- | --- | --- | --- | --- | --- | --- | --- | --- |
| Cn1c(=O)[nH]c(=O)c2c1nc(N1CCC(Cc3ccccc3)CC1)n2Cc1ccccc1 | 0 | 2.3 | -0.2 | 2 | i | 3 | -3 | -6 | 10 | 2 |
| CSCCC(=O)N1C(C)CCCC1C(=O)O (stereo unspecified) | 0 | -0.3 | -0.5 | 2 | i | 1 | 0 | -4 | -5 | 5 |

(next part)
SMILES	STEP inh	LMPTP inh	Tb MetRS inh	DNMT1 inh	Neddyl block	SUMO1-SIM PPI	Scp-1 inhibitor	NRP1-CendR mod	NadD block	SKN-1 inh
Cc1ccc(S(=O)(=O)N(CC(=O)NC2CCCC2)c2cccc(C)c2)cc1	0	-0.6	0.2	-5	i	0	-17	-6	-5	-12
CC(C)(C)c1cc(N)on1	1	-0.9	-0.9	1	i	0	-8	15	-3	-15
COCCNC(=O)C(c1ccc(C)o1)N(Cc1cccs1)C(=O)c1snc(C(N)=O)c1N (stereo unspecified)	-3	0.7	-0.7	0	i	-11	-4	-1	2	6
O=C(NCc1ccc(Cl)cc1)c1ccc(CNc2c(N3CCOCC3)c(=O)c2=O)cc1	-1	-0.2	0.0	0	i	1	-7	0	1	3
COc1ccc(C(CC(=O)N2CCCC(C)C2)c2c(OC)cc(OC)c3c(-c4ccccc4)cc(=O)oc23)cc1 (stereo unspecified)	3	15	-0.2	89*	i	8	58*	-1	20	-2
S=c1[nH]nc(-c2ccc(Cl)cc2)n1-c1ccc2c(c1)OCCO2	0	-0.9	0.8	5	i	4	-6	8	7	13
OC[C@@H]1CN(Cc2ccncc2)C[C@H](n2cnc3c(N4CCCC4)ncnc32)O1	1	-1.2	-0.3	-1	i	1	.	-1	5	2
CCc1nnc(NS(=O)(=O)c2ccc(N3C(=O)c4ccc(C(=O)O)cc4C3=O)cc2)s1	3	-1.3	-0.6	-2	i	-19	-7	-6	0	5
CC(C)(C)c1ccc(/C=C/C(=O)Nc2ccncc2)cc1	-3	2.3	0.0	2	i	-10	0	1	-4	6
CC1(C)C(=O)NCCN1C(=O)CCC(=O)O	1	-1.0	-0.1	3	i	0	-5	-1	-4	-3
COCCn1c(SCC(=O)N2CCOCC2)nc2ccccc2c1=O	1	-0.9	0.2	2	i	2	-3	0	7	12
CC(=O)c1cn(CCC(C)C)c(=O)[nH]c1=O	2	-0.1	-1.0	2	i	0	-7	2	-6	6
CS(=O)(=O)Nc1ccccc1C(=O)Nc1ccccc1C(=O)N1CCCC1	-3	-1.4	0.2	-2	i	1	-10	16	-1	-2
COC(CNC(=O)c1ccc2c(c1)ncn2-c1ccc(F)c(F)c1)OC	-3	-0.7	-0.7	0	i	3	-1	1	-2	3
O=C(COc1ccccc1[N+](=O)[O-])Nc1ccccc1N1CCCCC1	-1	3.4	-0.5	-4	i	-11	4	7	1	-6
CN(CC(=O)Nc1cccc(S(=O)(=O)N(C)C)c1)Cc1ccccc1	-3	-1.0	-0.1	1	i	2	-10	0	-3	11
COc1ccc(CCC(C)NCc2cc(OC)cc(OC)c2)cc1 (stereo unspecified)	-4	-1.4	0.0	0	i	-3	-9	3	-6	5
CCc1sc(C(=O)Nc2cc(Cl)ccc2N2CCCCC2)cc1C	4	1.6	-0.1	8	i	23	15	0	12	17
Cn1c(CCC(=O)Nc2cc(S(C)(=O)=O)ccc2Cl)nc2cc(S(=O)(=O)N3CCOCC3)ccc21	-2	-2.4	-0.3	-1	i	3	21	-1	10	10
Cc1cccc(C(=O)NNC(=O)c2ccccc2Br)c1	0	-0.2	0.0	-3	i	4	-1	-7	-4	-3
COc1ccc(C(=O)NC(=S)NNC(=O)c2ccccc2C)cc1	1	1.4	-0.8	2	+	5	-11	2	3	5
Cn1c(CCN2CCOCC2)nc2cc(NS(=O)(=O)c3ccccc3)ccc21	-1	0.2	-0.5	0	i	19	1	3	0	-15
